Compound activity from PubChem BioAssay.
RAD54 branch = blocks human RAD54 Holliday junction branch migration. FAM/BHQ fluorescence. Q92698. AID 602329. inhibition, % at 10.4 µM. 360,000 tested, 0.14% active;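 active = mean normalized replicate activity at least 40 and at least half of replicates scoring 40 or more; inconclusive = only one of the two criteria met; inactive = mean below 40 and under half of replicates reaching 40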;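 also: 0% = median of neutral control wells and 100% = median of positive control wells; inhibitors cause a drop in the FAM fluorescence signal; in these data hits start at about 50%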
esBAF inh = blocks esBAF chromatin remodeling in mouse ES cells; Bmi1-luciferase knock-in reporter, 24 h; 100% = twice the neutral-well signal; reporter increase, % at 12.5 µM; 350,000 tested, 2% active; in the data active = activation above about 40%; inconclusive = no clear call, values can overlap the other calls;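 also: 0% = median of the plate's neutral control wells and 100% = double that signal; a rise in the Bmi1 reporter signal indicates esBAF inhibition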
ERAP1 HTS inh = ERAP1 (human) enzyme inhibition; recombinant ERAP1, Leu-AMC fluorescence, 60 min; Q9NZ08; inhibition, % at 10.7 µM; 340,000 tested, 0.15% active;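 active = mean replicate inhibition of at least 30%, or all replicates individually reaching that 30% level; inactive = mean below 30% and not every replicate reaching it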;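 also: 0% = neutral control wells and 100% = L-leucinethiol positive control wells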
Target sequence (Q9NZ08 whole entry, looked up): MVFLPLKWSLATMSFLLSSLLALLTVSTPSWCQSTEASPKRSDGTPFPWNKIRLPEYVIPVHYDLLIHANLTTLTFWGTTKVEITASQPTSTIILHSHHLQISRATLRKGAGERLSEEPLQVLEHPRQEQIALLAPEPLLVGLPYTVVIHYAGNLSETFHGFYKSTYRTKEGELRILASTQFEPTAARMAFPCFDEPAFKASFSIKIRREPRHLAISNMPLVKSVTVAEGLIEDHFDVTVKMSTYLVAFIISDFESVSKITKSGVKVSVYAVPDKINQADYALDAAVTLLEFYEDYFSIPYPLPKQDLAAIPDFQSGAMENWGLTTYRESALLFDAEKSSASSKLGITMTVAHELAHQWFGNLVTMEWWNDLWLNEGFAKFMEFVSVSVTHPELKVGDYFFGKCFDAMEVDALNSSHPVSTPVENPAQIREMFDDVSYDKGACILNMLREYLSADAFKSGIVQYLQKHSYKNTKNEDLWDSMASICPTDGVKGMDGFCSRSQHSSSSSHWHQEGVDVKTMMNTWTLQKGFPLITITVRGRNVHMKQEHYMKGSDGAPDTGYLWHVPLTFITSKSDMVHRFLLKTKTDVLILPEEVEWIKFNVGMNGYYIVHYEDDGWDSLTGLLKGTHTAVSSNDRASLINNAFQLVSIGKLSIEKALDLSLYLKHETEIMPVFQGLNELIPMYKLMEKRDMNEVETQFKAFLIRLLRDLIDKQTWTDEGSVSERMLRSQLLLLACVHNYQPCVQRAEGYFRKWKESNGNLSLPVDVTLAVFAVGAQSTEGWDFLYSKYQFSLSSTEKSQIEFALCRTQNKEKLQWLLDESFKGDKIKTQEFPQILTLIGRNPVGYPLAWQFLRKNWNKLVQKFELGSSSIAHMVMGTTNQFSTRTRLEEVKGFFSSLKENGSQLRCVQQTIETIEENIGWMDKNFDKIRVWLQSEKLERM
RAD52 anneal inh = inhibitors of human RAD52 DNA annealing; 360,000 tested, 0.46% active; inhibition, % at 18.7 µM; recombinant RAD52 DNA annealing, FRET fluorescence; P43351;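 active = every replicate showing at least 50% inhibition; inconclusive = mean inhibition at least 50% but not in every replicate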
S100A4 inh HTS = inhibitors of human S100A4 binding to myosin IIA peptide | S100A4/TAMRA-MyoIIA peptide fluorescence polarization | inhibition, % at 10.7 µM | 360,000 tested, 0.14% active | AID 652163;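 active = mean inhibition of at least 70% across replicates, with every replicate also reaching that level; inconclusive = mean inhibition reaches 70% but some replicates fall short; inactive = mean inhibition below 70%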
Target sequence (P26447 whole entry, looked up): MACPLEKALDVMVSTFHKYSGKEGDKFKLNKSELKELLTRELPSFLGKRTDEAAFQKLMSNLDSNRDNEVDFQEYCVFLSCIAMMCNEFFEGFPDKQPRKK
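Material: S100A4 monomer protein / Buffer or medium: 50 mM HEPES pH 7.2, 10 mM CaCl2, 100 mM KCl / Times: 5 min incubation before reading / Benchmarks: neutral control DMSO, positive control TFP / Reagent: labelled myosin peptide probe, 5 nM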
ERp5 inh = ERp5 (human) disulfide isomerase inhibition; Q15084; ERp5 insulin aggregation, absorbance 650 nm, 90 min; inhibition, % at 9.99 µM; 350,000 tested, 0.05% active; AID 651711;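 active = mean replicate inhibition above about 25%, with every replicate also reaching it, limit read from the data, passing the limit was not always enough; inconclusive = only one of those two criteria met; inactive = neither criterion met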
E-selectin induc = E-selectin induction on HUVECs; 260,000 tested, 0.37% active; HUVEC E-selectin immunofluorescence imaging; normalized: neutral wells 0, TNF-alpha wells 100; activation, % at 7.58 µM; P16581;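 active = mean E-selectin-positive cell signal at least 10% of the positive control, reached in at least 60% of replicates, without over 20% cell loss; inconclusive = no rule given, readout overlaps actives, possibly toxicity-flagged; inactive = the rest, including those meeting only one limit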;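 also: in these data hits start at about 27%; measured in HUVEC primary endothelial cells; signal is the percent of cells scored E-selectin positive by PE staining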
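Read-out basis: % PE-positive cells; Test system: HUVEC primary endothelial cells; Technique: immunofluorescence imaging; Dosing: single-point compound dose.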
XiGFP reactiv = reactivates the inactive X chromosome in mouse fibroblasts | XiGFP mouse fibroblasts, % GFP-positive cells imaging, 3 d; cells co-treated with 5-aza-dC sensitizer; scaled so ellipticine positive control = 100% | 360,000 tested, 0.055% active | activation, % at 7.58 µM | AID 743238;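 active = mean normalized replicate activation at least 10% and every replicate at or above 10%; inconclusive = only one of the two criteria met; inactive = mean below 10% and not all replicates reach 10%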;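 also: 0% = median of on-plate neutral control wells and 100% = ellipticine 6 µM median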
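System: 68-5-11 XiGFP fibroblast line | Buffer or medium: DMEM containing 5-aza-dC | Compound: Single point | Times: Compounds 3 days, fix/stain 15 min at room temperature | Benchmarks: Positive control ellipticine, 6 µM final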
Starred values were filed as active, the others as inactive; ? = inconclusive; / = no result given; & = joins results of further samples.

The line under a structure holds: RAD54 branch, esBAF inh, ERAP1 HTS inh, RAD52 anneal inh, S100A4 inh HTS, ERp5 inh, E-selectin induc, XiGFP reactiv
- CC(C)n1cc(CN2CCC(C(=O)Nc3cccc(-c4cscn4)c3)CC2)cn1
    0, -1, -2, -15, -4, 4, 0.0, 0.0
- C[C@@H]1CN([C@@H](C)CO)C(=O)c2cc(NS(=O)(=O)c3ccccc3)ccc2O[C@@H]1CN(C)C(=O)Nc1ccc(F)cc1
    0, 4, 2, -6, -12, -1, -0.2, -0.1
- Cc1ccc(OCC(=O)N(Cc2cccc(Cl)c2)C2CCS(=O)(=O)C2)cc1C (configuration not stated)
    -3, 1, -4, -11, 2, -4, /, 0.5
- Cc1ccc(C)c(N2CCN(C(=O)CCC(=O)Nc3nnc(CC(C)C)s3)CC2)c1
    5, -2, 0, -10, -6, -8, 1.0, 0.0
- O=C(N/N=C/c1cccc(O)c1)c1ccc(-n2cnnn2)cc1
    /, 3, 2, -7, 4, -5, 0.1, 0.4
- CCOC(=O)c1cc(S(=O)(=O)NC2CCC(C)CC2)cn1C (configuration not stated)
    1, 0, -2, 3, 11, 2, /, 0.1
- O=S(=O)(NCc1ccco1)c1ccc(Cl)cc1Cl
    20, 2, -2, -3, -1, 2, -0.1, 0.1
- Cc1ccc2c(c1)N(S(=O)(=O)c1cc(-c3onc(C)c3C)ccc1C)CCO2
    3, -3, -2, -19, -6, 0, /, 0.0
- Cc1nnc(SCC(=O)c2c(N)n(C3CC3)c(=O)[nH]c2=O)n1C
    -4, /, 3, -16, -2, 8, 0.0, 0.0
- C[C@@H]1CN([C@H](C)CO)C(=O)c2cc(NS(=O)(=O)c3ccc(F)cc3)ccc2O[C@@H](C)CCCCO[C@@H]1CN(C)Cc1ccccc1
    -8, -28, 1, 25, -34, -1, /, 0.9
- COc1ccc(C(=O)NC(CC(=O)O)c2cc([N+](=O)[O-])ccc2Cl)c(SC)c1 (configuration not stated)
    /, /, -2, 1, -5, -5, -3.2, 0.0
- COc1cc(OC)c(NC(=O)Cn2cnc3sc(C)c(S(=O)(=O)N4CCOCC4)c3c2=O)cc1Cl
    11, 0, -1, -2, -2, 3, /, /
- COc1ccc(NC(=O)N(C)C[C@H]2Oc3ccc(NS(=O)(=O)c4ccc(F)cc4)cc3C(=O)N([C@H](C)CO)C[C@H]2C)cc1
    3, -5, 5, -2, 3, 0, 0.1, 0.0
- O=C(COC(=O)c1ccccc1C(=O)N1CCN(c2ccccc2)CC1)Nc1ccccc1
    /, /, 0, -23, -2, 1, -2.1, 1.1
- CCN(CC(=O)NCc1ccc(F)cc1)C(=O)/C=C/c1ccc(OC)c(S(=O)(=O)NC(C)C)c1
    12, -5, -5, -25, 1, 2, /, 0.7
- CC(C)CN(C(=O)c1ccc2c(c1)OCO2)C1CCS(=O)(=O)C1 (configuration not stated)
    /, -1, 3, -10, -1, 2, 1.4, 0.0
- C[C@H](CO)N1C[C@H](C)[C@@H](CN(C)CC2CC2)Oc2ccc(NC(=O)CCC(F)(F)F)cc2CC1=O
    0, 1, 0, 8, 2, 6, -0.1, 0.3
- N#Cc1ccc(-c2ccc3c(c2)[C@@H]2[C@@H](CCN2C(=O)CN2CCOCC2)[C@@H](CO)N3)cc1
    3, 2, -1, 1, -16, -3, -0.6, 0.0
- CC(=O)N(C)C[C@@H]1Oc2cc(-c3cccc(C#N)c3)ccc2S(=O)(=O)N([C@H](C)CO)C[C@H]1C
    3, -1, 11, 3, 4, 2, 0.1, -1.0
- Cc1ccccc1Oc1nc2c(C)cccn2c(=O)c1/C=C(\C#N)C(=O)NC1CCS(=O)(=O)C1 (configuration not stated)
    -2, /, /, -36, -5, -5, 0.0, 0.2
- COc1ccc(NC(=O)Nc2ccc3c(c2)C(=O)N([C@@H](C)CO)C[C@H](C)[C@H](CN(C)C(=O)C2CCCCC2)OCCCC[C@@H](C)O3)cc1
    -5, -1, 1, -10, -22, 6, -0.1, 0.0
- CCOC(=O)C1(C)CCN1C(=O)c1ccc2c(c1)CCO2 (configuration not stated)
    6, 1, 4, 0, 2, 0, -0.2, 0.0
- O=C(Nc1cc(F)ccc1F)N[C@H]1CC[C@H](CCNC(=O)c2cnccn2)O[C@@H]1CO
    -1, -3, 0, -2, -18, 2, -0.2, -0.3
- O=c1[nH]c2ccc(NCc3ccc(OCc4ccccc4Cl)cc3)cc2[nH]1
    4, 27, 4, -9, -3, 0, /, 0.5
- N#Cc1c(-c2ccc(Cl)cc2)c2c([nH]c1=O)-c1ccccc1OC2
    -14, -7, -6, -22, -4, 5, -0.3, -0.1
- COc1ccc2nc(NC(=O)CNS(=O)(=O)c3cccs3)sc2c1
    2, -2, -5, -19, -1, 18, /, /
- CCOc1ccccc1NC(=O)c1nnn(-c2ccc3c(c2)OCCO3)c1N
    5, 22, -7, -1, -9, 1, 0.1, -0.1
- O=c1c(Cc2ccc(F)cc2)c(O)ccn1CCCn1ccnc1
    /, /, -2, 6, 3, ?, 4.0, -0.1
- CCC(=O)N1[C@H](C(=O)NCCCN(C)C)[C@@H](CO)[C@@H]2Cn3c(ccc(-c4ccccc4F)c3=O)[C@@H]21
    /, /, -7, -7, -8, 12, -0.1, -0.1
- CCOC(=O)C(CC)Sc1nnc2n1C(C)(C)Cc1ccccc1-2 (configuration not stated)
    3, 5, 3, -11, -5, -5, /, /

The line under a structure holds: RAD54 branch, esBAF inh, ERAP1 HTS inh, RAD52 anneal inh, S100A4 inh HTS, ERp5 inh, E-selectin induc, XiGFP reactiv
- Cc1noc(C)c1NC(=O)Nc1cccc2c1O[C@H](CN(C)Cc1ccncc1)[C@@H](C)CN([C@@H](C)CO)C2=O
    3, 1, 0, 3, 1, -3, /, 0.0
- COc1ccc(C(=O)N2CCCC(CO)(Cc3ccccc3C)C2)o1 (configuration not stated)
    3, /, 2, -71, -4, -3, 0.6, 0.6
- CCOc1ccc(/C=N/NC(=O)C(OC)c2ccccc2)cc1 (configuration not stated)
    -3, -3, 1, -10, -4, 2, /, 0.0
- CC(=O)N(CN1C(=O)C2C3C=CC(C3)C2C1=O)c1cccc(Cl)c1 (configuration not stated)
    /, /, -4, -19, 5, -1, /, 0.0
- CSc1ncccc1C(=O)Nc1ccccc1N1CCOCC1
    17, -9, -2, -6, 4, 1, /, 0.0
- COc1ccc(-c2csc(NC(CO)c3nc4ccccc4n3CCOCCO)n2)cc1 (configuration not stated)
    -4, 24, 6, -21, -14, 7, 0.4, -0.1
- O=C(CCCN1C(=O)/C(=C/c2ccc(F)cc2)SC1=S)NCCCn1ccnc1
    3, -21, 0, -12, -2, 1, /, 0.2
- COc1ccccc1CCc1nnc(CCC(=O)NC(C)Cn2nc(C)cc2C)o1 (configuration not stated)
    3, 3, 0, -10, -4, -5, /, 0.0
- O=C(Cn1cnc2ccccc21)N/N=C/c1cccnc1
    /, /, 4, -17, -3, 3, /, 0.0
- CC(=O)Nc1ccc(C(=O)OCc2ccc(F)cc2Cl)cc1
    /, /, 1, -20, 1, 6, /, 0.0
- Cc1ccc2nc(NC(=O)Cn3cc4c(n3)CCCCC4)sc2c1
    8, 15, 0, -5, -4, 2, -0.3, 0.0
- CN(C)C(=O)c1ccc(-c2ccccc2[C@@H]2[C@@H](C#N)N(C(=O)C3CC3)[C@H]2CO)cc1
    /, /, 4, 3, 3, 5, -0.1, 0.0
- O=C(CN1C(=O)NC2(CCCC2)C1=O)N1CCN(S(=O)(=O)c2ccccc2Br)CC1
    -6, -2, -6, -12, -2, 6, 0.1, 0.0
- CCn1cc(/C=C(\NC(=O)c2ccccc2)C(=O)NCCCn2ccnc2)c2ccccc21
    2, -2, 2, 14, -1, -3, 0.0, -0.1
- O=c1[nH]c(C(F)(F)C(F)(F)C(F)(F)F)no1
    -15, -6, 3, 9, -6, 2, -1.9, 0.3
- C[C@H](CO)N1C[C@H](C)[C@@H](CN(C)Cc2ccc(Cl)c(Cl)c2)Oc2ccc(NC(=O)CCN3CCOCC3)cc2C1=O
    6, -1, -1, 12, -1, 5, /, 0.3
- CC(=O)NC[C@@H]1[C@H](c2ccc(-c3cccnc3)cc2)[C@H](CO)N1C(=O)C1CCC1
    3, 5, /, /, /, /, 0.0, 0.1
- C[C@H](CO)N1C[C@H](C)[C@@H](CN(C)C(=O)Nc2ccc(C(F)(F)F)cc2)Oc2c(NC(=O)Nc3ccc4c(c3)OCO4)cccc2C1=O
    -5&-2, 3&2, 1, 7&-8, 16&-1, -4&-5, 1.4, -0.2&-0.1
- COCCNC(=O)[C@H]1[C@H](CO)[C@H]2Cn3c(ccc(-c4ccc(F)cc4)c3=O)[C@@H]1N2C
    -8, -3, -2, -10, 4, 3, -0.2, 0.0
- CC(C)NC(=O)Nc1cccc2c1O[C@H](CN(C)Cc1ccncc1)[C@H](C)CN([C@H](C)CO)C2=O
    9, -4, -2, 11, -33, -4, -11, -0.1
- C[C@@H]1CCCCO[C@@H](CN(C)S(C)(=O)=O)[C@@H](C)CN([C@H](C)CO)C(=O)c2cc(NS(=O)(=O)c3ccc(Cl)cc3)ccc2O1
    0, 1, -3, -10, 25, 4, 0.2, 0.2
- COc1ccc(CCNC(=O)CCn2c(=O)c3ccccc3n(CC(=O)NCC3CCCO3)c2=O)cc1OC (configuration not stated)
    /, /, -2, -10, 4, -7, /, 0.1
- Cc1ccc(/C=C/C(=O)OCC(=O)Nc2cccnc2Cl)o1
    -2, -6, -2, -23, -7, 4, -0.3, -0.1
- O=C(NCCS(=O)(=O)N1CCN(c2ccccc2F)CC1)c1cc(=O)c2ccccc2o1
    -5, 4, 0, -10, 3, 8, /, 0.0
- CCC(=O)N1CC[C@@H]2[C@@H](CO)Nc3ccc(-c4ccccc4)cc3[C@@H]21
    -5, -3, /, /, /, /, 0.0, 0.0
- Cc1cccn2c(=O)c3cc(C(=O)NCCN4CCOCC4)c(=N)n(Cc4cccnc4)c3nc12
    37, /, 55*, 44, -5, -1, -0.1, 0.4
- Cc1ccc(S(=O)(=O)N2CCC(=O)N([C@H](COCc3cccc(C)c3)C(C)C)CC2)cc1
    /, /, 0, -17, 5, 3, 0.0, 0.0
- CCC(=O)N1CCc2cc(S(=O)(=O)CCC(=O)Nc3ccc(OC)c(OC)c3)ccc21
    /, -1, -2, -9, -10, -10, /, 0.0
- Cc1noc(C)c1NC(=O)Nc1cccc2c1O[C@@H](CN(C)Cc1ccc(Cl)c(Cl)c1)[C@H](C)CN([C@@H](C)CO)C2=O
    -4, 2, 4, 6, 5, -5, -2.5, -0.8
- CCOC(=O)Cc1c(C)[nH]n(-c2ccccc2)c1=O
    8, -4, 0, 3, 7, -4, /, ?

The line under a structure holds: RAD54 branch, esBAF inh, ERAP1 HTS inh, RAD52 anneal inh, S100A4 inh HTS, ERp5 inh, E-selectin induc, XiGFP reactiv
- O=C(COC(=O)c1cccnc1Nc1cccc(C(F)(F)F)c1)NC1CCS(=O)(=O)C1 (configuration not stated)
    8, 1, -2, -9, -4, -1, 1.7, 0.2
- COc1ccc(CN2CCC(CO)(CCOc3ccccc3)CC2)c(OC)c1C
    8, -1, 8, -4, 1, 2, /, 0.1
- COc1cc(C(C)=O)ccc1OCC(O)CN1CCN(c2ccc(C)cc2C)CC1 (configuration not stated)
    -4, -10, 0, 1, -9, 0, /, 0.1
- Clc1ccc(/C=N/Nc2nnc(Cl)c3ccccc23)cc1
    -3, 90*, -8, -3, -7, -4, /, /
